Assay outcomes deposited in PubChem BioAssay by Sanford-Burnham Center for Chemical Genomics.
UPR XBP1 act – activators of adaptive arm of unfolded protein response (XBP1). CHO-XBP1 luciferase reporter, IRE1-XBP1 UPR activation, luminescence; percent of tunicamycin response, DMSO as zero. activation, % at 20 µM. 0.33% of 330,000 active. AID 463104;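 active = versus positive control, 20 µM dose yields 30% or more activation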;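 note: 100% = tunicamycin at 10 µg/mL and 0% = DMSO only wells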
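Signal: luciferase luminescence; Assay system: CHO-XBP1 luciferase reporter cells; Amount: one thousand reporter cells per well; Dosing: 20 µM single concentration, DMSO 1%; Benchmarks: high control tunicamycin 10 µg/mL final, low control DMSO vehicle only; Schedule: 6 h compound exposure at 37 °C, 5% CO2; Evaluation: percent activation relative to tunicamycin reference.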
Mdm2-MdmX inh – disrupts the human Mdm2-MdmX interaction; O15151+Q00987; SaOS-2 split-luciferase Mdm2/MdmX complementation, luminescence; inhibition, % at 8 µM; 3% of 330,000 active;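 active = inhibition of at least 50% at 8 µM in the primary screen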
Target sequence (O15151 whole entry, looked up): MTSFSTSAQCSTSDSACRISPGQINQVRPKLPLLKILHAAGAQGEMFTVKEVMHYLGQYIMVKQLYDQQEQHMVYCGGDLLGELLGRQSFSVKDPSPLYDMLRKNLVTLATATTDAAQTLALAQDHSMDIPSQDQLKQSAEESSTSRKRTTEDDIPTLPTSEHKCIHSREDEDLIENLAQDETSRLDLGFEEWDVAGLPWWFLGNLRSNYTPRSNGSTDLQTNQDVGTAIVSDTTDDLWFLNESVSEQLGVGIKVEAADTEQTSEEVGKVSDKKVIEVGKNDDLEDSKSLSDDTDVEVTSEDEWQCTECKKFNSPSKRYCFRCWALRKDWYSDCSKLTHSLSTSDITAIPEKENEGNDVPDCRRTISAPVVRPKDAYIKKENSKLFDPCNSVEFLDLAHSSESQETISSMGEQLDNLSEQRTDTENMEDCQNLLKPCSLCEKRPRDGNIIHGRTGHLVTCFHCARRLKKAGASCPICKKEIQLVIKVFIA
Target sequence (Q00987 whole entry, looked up): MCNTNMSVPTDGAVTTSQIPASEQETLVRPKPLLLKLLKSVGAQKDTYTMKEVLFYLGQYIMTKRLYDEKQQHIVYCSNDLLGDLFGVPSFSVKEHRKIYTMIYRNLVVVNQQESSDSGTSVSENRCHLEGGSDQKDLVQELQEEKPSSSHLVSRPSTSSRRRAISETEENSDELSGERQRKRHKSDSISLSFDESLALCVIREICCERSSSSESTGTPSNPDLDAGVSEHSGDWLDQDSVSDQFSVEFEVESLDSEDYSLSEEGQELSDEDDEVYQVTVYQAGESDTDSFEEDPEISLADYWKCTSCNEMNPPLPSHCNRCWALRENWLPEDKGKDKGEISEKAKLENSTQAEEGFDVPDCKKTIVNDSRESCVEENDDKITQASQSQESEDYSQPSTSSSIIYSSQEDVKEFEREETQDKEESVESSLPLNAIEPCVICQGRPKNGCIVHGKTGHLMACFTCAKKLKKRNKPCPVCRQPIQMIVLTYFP
TIM10 inh – growth inhibitors of TIM10 yeast strain. AID 463195. S. cerevisiae TIM10 strain growth, BacTiter-Glo luminescence, 24 h. inhibition, % at 10 µM. 1.4% of 330,000 active;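 active = inhibition of 40% or more at the single tested concentration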;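 note: wild-type TIM10 isogenic control strain grown at permissive 25 °C; 0% = DMSO yeast wells and 100% = minimal medium wells without yeast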
697 NFkB inh – inhibitors of the PMA/ionomycin-induced NF-kB reporter in 697 B cells. inhibition, % at 4 µM. AID 435022. 0.33% of 330,000 active. 697 B-cell NF-kB luciferase reporter, 16 h; in the data active = inhibition above about 35%
UPR CHOP act – apoptotic UPR (CHOP) activation; CHO-CHOP luciferase reporter, luminescence; percent of tunicamycin response over DMSO baseline; activation, % at 10 µM; 0.34% of 330,000 active; AID 449763;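 active = at 10 µM dose, activation of 40% or more, normalized to positive control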;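 note: 100% = tunicamycin at 10 µg/mL and 0% = DMSO alone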
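Dosing – one dose, 10 µM in 0.5% DMSO · System – CHO-CHOP cells, stable luciferase reporter of PERK-eIF2a-CHOP signalling · Input – 500 cells/well · Control set – tunicamycin 10 µg/mL final as positive, DMSO-only wells as negative · Timing – 6 h compound treatment, 37 °C · Measure – % activation vs tunicamycin · Technique – luminescence read with Steady-Glo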
Jurkat NFkB inh – inhibitors of the PMA/ionomycin-induced NF-kB reporter in Jurkat cells; PMA/ionomycin-induced NF-kB luciferase reporter, luminescence; inhibition, % at 4 µM; 0.53% of 330,000 active; AID 435003; in the data active = inhibition above about 50%
tim23-1 inh – growth inhibitors of tim23-1 mutant yeast. S. cerevisiae tim23-1 growth, BacTiter-Glo luminescence, 24 h. 1.3% of 330,000 active. inhibition, % at 20 µM;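 active = growth inhibition of the mutant yeast at or above 50%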;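 note: temperature-sensitive mutant grown at 25 °C; plate controls were DMSO-treated mutant yeast for no effect and medium wells lacking yeast for full effect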
tim10-1 inh – inhibits growth of tim10-1 mutant yeast; S. cerevisiae tim10-1 ts strain growth, BacTiter-Glo, 24 h; inhibition, % at 20 µM; 2.2% of 330,000 active;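 active = inhibition of at least 40%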;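 note: mutant grown at 25 °C; 0% = DMSO wells with yeast and 100% = wells holding no yeast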
* hit, by the source's call; x = no result given. The order is random. About 6.6% of those tested had a hit in this group.

SMILES	UPR XBP1 act	Mdm2-MdmX inh	TIM10 inh	697 NFkB inh	UPR CHOP act	Jurkat NFkB inh	tim23-1 inh	tim10-1 inh
Cc1nnc(Nc2ccc(S(N)(=O)=O)cc2)c2ccccc12	-1	7	-1	12	1.8	-2	-9	-3
CCN(CC)C(=O)c1[nH]cnc1C(=O)N[C@@H](CC(C)C)C(=O)OC(C)(C)C	-2	10	7	-3	-2.0	-3	21	10
O=C(CC1SC(=Nc2ccccc2)N(CCc2c[nH]c3ccccc23)C1=O)Nc1ccccc1F (stereo not drawn)	-1	28	3	-4	2.5	-16	9	10
Cc1ccc(NS(=O)(=O)c2cc(C(=O)O)ccc2Cl)c(C)c1	-2	6	-10	5	1.6	5	9	7
Cc1n[nH]c(=O)c2c(NC(=O)CSc3ccc(F)cc3)oc(C)c12	-3	-12	1	-14	1.5	7	11	-4
CCN(CC)C(=O)Cn1cc(S(=O)(=O)CC(=O)NCc2ccc(F)cc2)c2ccccc21	-2	15	9	8	0.1	-13	-1	10
Cc1cccc(N(CC(=O)NCc2ccccc2)C(=O)CCC(=O)Nc2nccs2)c1	0	19	15	10	-0.2	7	-2	-10
CCC(CC)COC(=O)C1=C(C)NC(=O)NC1c1ccc([N+](=O)[O-])cc1 (stereo not drawn)	-2	-2	-9	-10	1.5	2	14	-4
CCC(CC)C(=O)Nc1nnc(SCC(=O)NC(C)(C)C)s1	-4	0	-3	-1	1.1	-4	-5	1
Cc1ccc2[nH]c(C(=O)O)c(-c3ccccc3)c2c1	-3	15	-10	-8	-0.2	2	20	4
CCOC(=O)C(CC)/C(C)=N\NC(=O)c1ccccc1O (stereo not drawn)	1	68*	-13	-16	2.3	-4	-7	16
Cc1ccc(/C=N/NC(=O)c2ccc3nc[nH]c3c2)s1	7	-25	-2	5	4.7	5	-5	-3
CCN(CC)CCC(c1ccc2c(c1)OCO2)c1c(OC)cc(OC)c2ccc(=O)oc12 (stereo not drawn)	-3	14	-3	5	0.1	8	14	2
COC(=O)c1cc2nc(-c3ccc(OC)cc3)cc(C(F)(F)F)n2n1	-5	20	-4	-5	1.8	2	3	-6
COc1ccccc1-n1c(C)cc(C=O)c1C	-1	10	9	12	2.9	-1	7	15
O=C(O)c1ccc(/C=N/NC(=S)NCCN2CCOCC2)cc1	0	-5	-1	8	1.5	4	-3	7
Cc1cccc(C)c1OCc1n[nH]c(=S)o1	4	3	-3	0	-2.5	-3	10	10
Nc1ncnc2c1ncn2[C@@H]1O[C@H](CNC(=O)[C@@H](N)Cc2ccc(C(F)(F)F)cc2)[C@@H](O)[C@H]1O	-2	32	-4	5	1.9	x	32	13
CCCc1nnc(NC(=O)Cn2c(=O)sc3ccccc32)s1	-3	23	6	-24	-1.8	-5	19	-4
COc1ccc(N(CC(=O)Nc2ccc(S(=O)(=O)N3CCOCC3)cc2)S(=O)(=O)c2ccccc2)cc1	-1	8	5	-22	-1.2	3	15	3
O=[N+]([O-])c1ccccc1/C=C/C=N/Nc1nc(N2CCCCC2)nc(N2CCCCC2)n1	-1	-19	3	13	1.3	23	20	-6
CCOc1ccc(N(C(=O)c2snc(C(N)=O)c2N)C(C(=O)NCC2CCCO2)c2ccc(C)o2)cc1 (stereo not drawn)	-5	12	9	1	3.5	11	2	15
O=C(COC(=O)c1ccccc1NCCO)NCc1cccs1	0	0	-7	-30	0.7	5	6	-4
CC(C)(C)SCCNC(=O)/C=C/c1cccc([N+](=O)[O-])c1	2	-2	13	9	0.5	-10	20	23
CCCCS(=O)CC(CS(=O)CCCC)OC(=O)c1ccc(C)cc1 (stereo not drawn)	0	-3	9	-9	-0.5	-13	8	20
SMILES	UPR XBP1 act	Mdm2-MdmX inh	TIM10 inh	697 NFkB inh	UPR CHOP act	Jurkat NFkB inh	tim23-1 inh	tim10-1 inh
O=C(CCc1ccccc1)NCC(=O)N/N=C/c1ccc(O)cc1O	1	27	-15	6	0.3	9	-2	9
CN=C1SC(CC(=O)Nc2c(C)cccc2C)C(=O)N1/N=C/c1cccs1 (stereo not drawn)	-1	6	7	-5	1.4	2	8	22
Cc1cc(C)cc(OCc2nnc(SCC(=O)OC(C)C)o2)c1	1	-10	-10	4	3.4	8	-8	19
O=C(O)c1cccc(Nc2nc(Nc3ccccc3)nc(N3CCCC3)n2)c1	0	20	0	-6	0.8	3	28	11
Cc1cc(C)cc(NC(=S)N2CCC(NC(=O)c3ccccc3C)CC2)c1	-2	12	0	3	0.3	3	1	10
Cc1[nH]c(C)c(S(=O)(=O)NCc2ccccc2Cl)c1C(=O)N1CCCC1	-3	-1	6	-8	2.5	-6	-5	-12
CC(C)NC(=O)c1onc(CSc2cccc(F)c2)c1C(=O)O	0	11	3	12	0.1	-7	-13	-9
COC(=O)c1sc(-c2ccccc2)cc1NC(=O)c1ccc(F)cc1	61*	44	10	-1	14	3	6	16
COc1ccc(NC(=S)NCCc2c[nH]c3ccccc23)cc1	-1	11	21	-23	-2.3	4	-1	-1
Cc1cccc(S(=O)(=O)N2CCn3cccc3C2C)c1 (stereo not drawn)	-3	-21	7	-5	-1.3	-11	31	18
CCN(CC)S(=O)(=O)c1ccc(N2CCCC2)c(NS(=O)(=O)c2ccc(OC)cc2)c1	-2	-8	14	23	3.2	-4	19	11
CCOC(=O)c1[nH]c2ccc(Br)cc2c1NC(=O)CCN1CCC(C(=O)OCC)CC1	0	0	14	-18	-0.8	4	7	14
O=C(CCN1N=C(c2ccccc2)CCC1=O)NCCCN1CCOCC1	-3	25	-1	15	1.0	2	16	10
CC(=O)Nc1ccc(C(=O)OCC(=O)N2CC3(C)CC2CC(C)(C)C3)cc1 (stereo not drawn)	-1	-20	15	12	-1.3	3	26	10
C/C(=N/NC(=O)CNC(=O)c1ccccn1)c1cccc([N+](=O)[O-])c1	2	17	8	26	1.6	9	0	-3
CC(NCC(=O)Nc1ccccc1C(=O)NC1CC1)c1ccc(F)cc1F (stereo not drawn)	-2	-37	3	3	0.6	-6	5	9
Nc1ccc(OCc2ccccc2)cc1	-3	-9	11	-27	-0.2	-38	5	-1
CN(C)CCn1c2c(c(SCC(=O)Nc3cccc4ccccc34)nc1=O)CCC2	-2	20	-6	3	-0.5	1	1	-19
CCN(CC)c1ccc(C(=O)c2cnc(/N=C/N(C)C)s2)cc1	4	-23	34	-16	3.5	-22	15	10
COc1ccc(C(CC(=O)Nc2cc(C)ccn2)N2Cc3ccccc3C2=O)cc1 (stereo not drawn)	-8	-15	15	-11	-1.5	-1	9	17
COc1cc(C(=O)Nc2nc3ccc4nc(C)sc4c3s2)cc(OC)c1OC	-4	10	15	-20	-1.6	-1	19	13
O=C(Cn1nc(-c2ccc(Cl)cc2)ccc1=O)NCC1CCCO1 (stereo not drawn)	-3	-29	3	-16	-2.6	8	-11	-21
CCOC(=O)c1cc2c(=O)n3cccc(C)c3nc2n(CC(C)C)c1=NC(=O)c1ccco1	1	30	-1	-32	6.8	-3	22	13
CNC(=S)N1CCN(c2nc(-c3cccc(OC)c3)cs2)CC1	-1	9	16	-8	2.2	-14	40	25
NC(=O)C1CCCN(Cc2ccc3ccccc3c2)C1 (stereo not drawn)	-2	5	-6	-55	-0.1	-16	2	-2
SMILES	UPR XBP1 act	Mdm2-MdmX inh	TIM10 inh	697 NFkB inh	UPR CHOP act	Jurkat NFkB inh	tim23-1 inh	tim10-1 inh
O=C(CBr)N1CCc2ccccc2C(c2ccccc2)C1 (stereo not drawn)	0	17	20	16	6.8	-9	-3	-1
Cc1cc(C)nc(Sc2ncnc3sc4c(c23)CCC4)n1	-1	4	24	5	-1.7	-11	26	35
COc1ccc(N2CCN(C(=O)c3cc(C)on3)CC2)cc1	-3	9	9	2	-1.9	22	3	7
Cc1ccc(Cn2nnc3c(=O)n(CC(=O)OCc4ccccc4)cnc32)cc1	-3	28	25	7	5.3	8	10	16
Cn1c(CNC(=O)c2ccc3c(c2)OCO3)nnc1SCC(=O)Nc1ccc(F)cc1	-4	2	-5	15	1.0	14	1	-1
CCOc1ccc(NC(=O)CCNS(=O)(=O)c2ccc3c(c2)CC(C)N3C(C)=O)cc1 (stereo not drawn)	-3	30	-8	21	-0.1	1	13	14
CCCCCC(=O)Nc1nc(C)c(-c2csc(Nc3cc(Cl)ccc3OC)n2)s1	1	15	6	-12	0.8	5	22	12
O=C(c1ccccc1Oc1nnnn1-c1ccccc1)N1CCOCC1	1	16	8	1	-2.1	-10	9	0
Cc1onc(-c2c(F)cccc2Cl)c1C(=O)NCC1COc2ccccc2O1 (stereo not drawn)	-3	-12	-29	6	-1.8	-7	-10	-16
CC1CN(S(=O)(=O)c2cccc(C(=O)NNC(=O)C(C)Oc3ccccc3F)c2)CC(C)O1 (stereo not drawn)	-1	15	-1	19	-0.3	4	-4	-10
Cc1nnc2n(-c3ccccc3)c(=O)c3c4c(sc3n12)COC(C(C)C)C4 (stereo not drawn)	-2	28	9	12	-2.4	-13	-11	-1
O=C(COc1ccc(S(=O)(=O)N2CCCC2)cc1)NCC1CCCO1 (stereo not drawn)	0	-12	-4	-1	1.0	-13	18	6
O=Cc1ccc(-n2cc(C=O)c3ccccc32)cc1	0	15	10	11	0.8	2	13	29

By substructure, those above containing two or more sulfur atoms.
SMILES	UPR XBP1 act	Mdm2-MdmX inh	TIM10 inh	697 NFkB inh	UPR CHOP act	Jurkat NFkB inh	tim23-1 inh	tim10-1 inh
CCC(CC)C(=O)Nc1nnc(SCC(=O)NC(C)(C)C)s1	-4	0	-3	-1	1.1	-4	-5	1
CCCc1nnc(NC(=O)Cn2c(=O)sc3ccccc32)s1	-3	23	6	-24	-1.8	-5	19	-4
COc1ccc(N(CC(=O)Nc2ccc(S(=O)(=O)N3CCOCC3)cc2)S(=O)(=O)c2ccccc2)cc1	-1	8	5	-22	-1.2	3	15	3
CCCCS(=O)CC(CS(=O)CCCC)OC(=O)c1ccc(C)cc1 (stereo not drawn)	0	-3	9	-9	-0.5	-13	8	20
CN=C1SC(CC(=O)Nc2c(C)cccc2C)C(=O)N1/N=C/c1cccs1 (stereo not drawn)	-1	6	7	-5	1.4	2	8	22
CCN(CC)S(=O)(=O)c1ccc(N2CCCC2)c(NS(=O)(=O)c2ccc(OC)cc2)c1	-2	-8	14	23	3.2	-4	19	11
COc1cc(C(=O)Nc2nc3ccc4nc(C)sc4c3s2)cc(OC)c1OC	-4	10	15	-20	-1.6	-1	19	13
CNC(=S)N1CCN(c2nc(-c3cccc(OC)c3)cs2)CC1	-1	9	16	-8	2.2	-14	40	25
Cc1cc(C)nc(Sc2ncnc3sc4c(c23)CCC4)n1	-1	4	24	5	-1.7	-11	26	35
CCCCCC(=O)Nc1nc(C)c(-c2csc(Nc3cc(Cl)ccc3OC)n2)s1	1	15	6	-12	0.8	5	22	12
